Screens deposited in PubChem by several laboratories.
MDM2 E3 inh = MDM2-luciferase reporter signal enhancers, primary screen, MDM2 E3 ligase inhibitor project, cell-based, luminescence, 1536-well | E3 ubiquitin-protein ligase Mdm2 (Homo sapiens), Q00987 | cell-based MDM2 ubiquitination luciferase reporter, 2 h; 0 = plate control, 100 = twice control, blank-subtracted | signal enhancement, % at 5 µM | 210,000 tested, 0.11% active | AID 1230, 2008;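 active = signal enhancement of 30% or more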;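 also: luminescence tracks abundance of the self-degrading MDM2-luciferase fusion protein; higher signal means inhibition of MDM2 E3 ligase activity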
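system = mammalian cells stably expressing self-ubiquitinating, self-degrading MDM2 E3–luciferase fusion | quantity = 2000 cells per well seeded | incubation = 4 h cell settling then 2 h compound exposure, 37 °C | signal = SteadyLite luminescence, 15 min reagent step | benchmarks = plate control and blank wells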
EBV gp42 inh = Epstein-Barr virus gp42 inhibitors, primary screen, biochemical, uHTS, fluorescence polarization; Glycoprotein 42 (Epstein-Barr virus (strain AG876)), Q1HVG2; Fluorescence polarization binding assay, mP read-out; inhibition, % (tested at 21.74 µM); 220,000 tested, 0.42% active; AID 1085, 2008; in the data active = inhibition above about 50%
Target sequence (Q1HVG2 whole entry, looked up): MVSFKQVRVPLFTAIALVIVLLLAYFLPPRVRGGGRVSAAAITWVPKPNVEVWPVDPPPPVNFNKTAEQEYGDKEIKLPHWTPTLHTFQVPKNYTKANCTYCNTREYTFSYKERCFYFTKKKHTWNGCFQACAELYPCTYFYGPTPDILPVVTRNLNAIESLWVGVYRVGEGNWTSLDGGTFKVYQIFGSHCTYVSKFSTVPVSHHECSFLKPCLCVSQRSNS
p47phox inh = p47phox/p22phox peptide binding inhibitors, primary screen, biochemical, uHTS, NADPH oxidase regulatory subunit. fluorescence polarization, 2 h. inhibition, % at 24.7 µM. 220,000 tested, 0.53% active;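 active = inhibition above about 30%, limit read from the data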;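 also: 0% = p47phox with labelled peptide and 100% = labelled peptide alone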
Hck-Nef inh = inhibitors of Nef-activated human Hck kinase, primary screen, biochemical, Z-Lyte FRET, 384-well, Hck-YEEI; 220,000 tested, 0.68% active; AID 463187, 2010; inhibition, % at 20 µM; Recombinant Hck-YEEI plus Nef, Z-Lyte FRET kinase assay;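 active = Hck-Nef kinase inhibition above about 50%, limit read from the data; inactive = inhibition below that limit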;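 also: 0% = DMSO with Hck plus Nef and 100% = Hck alone without Nef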
Runt-CBFb FRET = inhibitors of RUNX1 Runt–CBFb binding, primary screen, biochemical, FRET, Cerulean-Runt, Venus-CBFb, uHTS | 220,000 tested, 0.46% active | inhibition, % at 20 µM | AID 1496, 2009 | Cerulean-Runt/Venus-CBFb FRET ratio 530/480, 1 h;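 active = inhibition over about 50% at 20 µM in the single-dose screen, limit read from the data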;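 also: 0% = DMSO wells and 100% = excess unlabeled CBFb competitor control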
Target sequence (Q01196 whole entry, looked up): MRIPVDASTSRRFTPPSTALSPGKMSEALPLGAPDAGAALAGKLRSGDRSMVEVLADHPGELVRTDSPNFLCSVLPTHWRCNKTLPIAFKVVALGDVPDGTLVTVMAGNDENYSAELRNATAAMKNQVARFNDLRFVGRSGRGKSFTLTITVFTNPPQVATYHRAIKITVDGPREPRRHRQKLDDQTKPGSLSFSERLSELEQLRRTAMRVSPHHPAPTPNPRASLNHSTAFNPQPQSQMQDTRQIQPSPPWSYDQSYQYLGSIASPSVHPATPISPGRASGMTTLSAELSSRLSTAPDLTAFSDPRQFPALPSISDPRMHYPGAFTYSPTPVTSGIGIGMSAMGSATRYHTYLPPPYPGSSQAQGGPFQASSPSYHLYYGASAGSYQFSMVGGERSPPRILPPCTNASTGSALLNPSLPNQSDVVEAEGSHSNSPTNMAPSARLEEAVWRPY
Target sequence (Q13951 whole entry, looked up): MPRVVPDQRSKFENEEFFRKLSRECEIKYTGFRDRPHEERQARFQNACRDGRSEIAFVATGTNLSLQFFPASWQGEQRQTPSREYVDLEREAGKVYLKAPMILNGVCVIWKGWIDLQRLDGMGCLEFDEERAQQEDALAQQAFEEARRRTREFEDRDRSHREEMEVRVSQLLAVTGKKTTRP
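Measured by: fluorescence energy transfer, 422 nm excitation, 530/480 nm emission; test system: Cerulean-tagged RUNX1 Runt domain (FRET donor) fusion protein; buffer or medium: Tris pH 7.5 buffer with BSA; compound: one dose, 20 µM compound, 1% DMSO; times: two 1 h room-temperature incubations shielded from light; benchmarks: unlabeled CBFb 5 µM, positive control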
Runt-SMMHC FRET = inhibitors of RUNX1 Runt–CBFb-SMMHC binding, primary screen, biochemical, FRET, Cerulean-Runt, Venus-CBFb-SMMHC, uHTS | 220,000 tested, 0.74% active | Cerulean-Runt/Venus-CBFb-SMMHC FRET ratio 530/480, 1 h | Runt-related transcription factor 1 (Homo sapiens) + Core-binding factor subunit beta … | inhibition, % at 20 µM;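 active = mean inhibition across duplicate retests at 20 µM reaching about 50%, limit read from the data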;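 also: 0% = DMSO wells and 100% = wells with excess untagged CBFb-SMMHC; inhibitors lower the FRET ratio by blocking Runt binding to CBFb-SMMHC; some results filed as inactive read as strong as hits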
14-3-3 Bad PPI = inhibitors of 14-3-3 zeta/Bad binding, primary screen, biochemical, TR-FRET, bovine 14-3-3 zeta; 14-3-3 protein zeta/delta (Bos taurus), P63103; TR-FRET 14-3-3zeta/Dy647-pBad peptide displacement, 1 h; inhibition, % at 21.7 µM; 220,000 tested, 0.71% active;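 active = inhibition above about 70%, limit read from the data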;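 also: 0% = full 14-3-3 plus peptide FRET controls and 100% = background without 14-3-3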
TbHK1 inh = Trypanosoma brucei hexokinase 1 inhibitors, primary screen, biochemical, G6PDH-coupled NADH absorbance, MLSCN library. recombinant TbHK1, G6PDH-coupled NADH A340. inhibition, % at 10 µM. 220,000 tested, 0.11% active. AID 1430, 2008;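 active = inhibition of 50% or more in the single-dose primary screen; inactive = inhibition below 50%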
L929 necroptosis = inhibitors of zVAD-triggered necroptosis, primary screen, L929 cells; L929 zVAD necroptosis rescue, ATP luminescence, 24 h; with zVAD 60 µM; viability rescue, % at 10 µM; 220,000 tested, 0.38% active; AID 1377, 2008;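 active = activation, scaled between plate controls, above about 75%, limit read from the data; inactive = activation under that limit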;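 also: 0% = zVAD with DMSO and 100% = DMSO alone without zVAD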
* = called active by the depositor; x = not tested or not shown; [ ] = remark or other dose.

SMILES	MDM2 E3 inh	EBV gp42 inh	p47phox inh	Hck-Nef inh	Runt-CBFb FRET	Runt-SMMHC FRET	14-3-3 Bad PPI	TbHK1 inh	L929 necroptosis
Cc1cccc(N=C2NC(=O)/C(=C/C=C/c3ccco3)S2)c1C	-12.1	24.8	-22.6	73.5*	22.5	-9.6	4.0[fluorescence artefact?]	14.5	-0.6
COC(=O)c1ccc(Oc2c(F)c(F)nc(N3CCOCC3)c2F)cc1	-10.2	10.6	-2.4	-11.6	x	0.9	4.2	2.8	-0.6
Cc1ccc2[nH]c(=O)c(C(c3nnnn3CC3CCCO3)N3CCOCC3)cc2c1 (configuration not stated)	-13.3	-2.2	-13.2	-0.1	-1.7	0.0	0.9	-2.1	0.0
Cn1c(=O)c2c(nc(SCC(=O)Nc3ccccc3)n2C)n(C)c1=O	-7.5	-44.9	2.3	-1.2	1.5	1.3	2.5	-0.8	-0.1
CCOc1cc(C2c3c(n[nH]c3C)C(=O)N2c2ccc(C)cc2)ccc1O (configuration not stated)	-0.8	-5.3	-3.7	-0.9	4.5	5.4	-13.0	1.6	0.6
CN1CCN(C(=O)CNc2ccc(C(F)(F)F)cc2[N+](=O)[O-])CC1	-10.5	-0.7	-7.3	20.4	0.3	3.0	-16.6	-2.6	2.5
CCc1ccc(-c2nc(CS(=O)CC(=O)NCc3cccnc3)c(C)o2)cc1 (configuration not stated)	-9.6	-17.3	-13.5	-3.0	1.0	-4.3	0.4	-0.6	0.9
O=C1c2ccc(Br)cc2C(=O)N1c1ccc(Cc2ccncc2)cc1	-14.5	-7.8	-1.2	37.7	x	x	-2.2	8.4	1.9
CC(C)=NNc1nc2c(c(=O)n(C)c(=O)n2C)n1CCc1ccccc1	-21.8	6.3	-2.2	-16.8	1.4	-2.7	-7.9	-4.9	0.7
O=C(CSc1nncs1)NCc1ccc2c(c1)OCO2	x	x	x	0.3	-1.1	-3.3	x	4.7	1.1
COc1ccc(-c2csc(N(CC3CCCO3)C(=O)c3ccccc3)n2)cc1 (configuration not stated)	-11.1	3.5	2.2	24.5	0.0	-1.0	-9.0	-0.8	-0.3
O=C(CCC(=O)N1CCN(c2ccccn2)CC1)Nc1nnc(C(F)(F)F)s1	-11.6	-0.5	-0.3	19.1	1.6	1.2	-4.3	-9.0	1.7
CN1CCC2(CC1)Nc1nc(SCc3ccc(Cl)cc3)nn1C1=C2CN(C)CC1	-16.9	-8.2	5.6	-0.2	-0.9	-1.9	40.6	1.0	26.4
CN1c2ccccc2C(C)(C)C12CC(CCl)=NO2 (configuration not stated)	-15.0	-13.1	-12.9	-1.2	-1.8	1.3	-12.4	6.4	-0.3
CO/N=C/CC(=O)c1ccc(OC)cc1	-10.6	-13.0	-10.5	-5.5	-0.3	-0.9	2.5	-3.1	-0.1
CC1(C)Cc2c(c(=S)nc(-c3ccccc3)n2CCCN2CCOCC2)CO1	-8.2	-0.9	-14.2	-6.6	1.2	4.4	4.8[fluorescence artefact?]	-53.4	-0.8
CN1CCN(C2=Cc3ccccc3Sc3cc(F)ccc32)CC1	-15.8	4.8	-0.8	9.0	0.8	1.2	18.4[fluorescence artefact?]	-2.9	-0.4
Cn1nc(-c2ccccc2)c(CSc2ccccc2Cl)c1Cl	-16.4	-11.9	34.2*	-1.9	-0.3	-2.1	8.8	-8.0	0.6
CC(=O)c1ccc(NC(=S)NCc2ccc(Cl)cc2Cl)cc1	-9.8	12.9	-11.8	8.2	0.8	-1.0	-14.9	-3.0	25.4
COc1ccc(C(Nc2ccc(S(=O)(=O)NCC3CCCO3)cc2)C(=O)NC(C)(C)C)cc1OC (configuration not stated)	-10.1	-13.6	-0.9	19.8	-0.7	1.5	-9.1	-11.7	4.2
COc1ccc(CCn2c(C)cc3c(c2=O)C(c2ccc4c(c2)OCO4)C(C#N)=C(N)O3)cc1OC (configuration not stated)	-12.7	-11.2	-13.1	-4.3	-2.0	2.7	-5.7	0.1	-1.9
C/C(CC(=O)N(C(C)C)C(C)C)=N\NC(=O)COc1ccc(Cl)cc1Cl	-0.9	-17.4	-4.6	20.7	-1.6	-2.3	5.5	6.3	-0.4
CCCN(CC(=O)Nc1ccc(C(C)=O)cc1)CC(=O)Nc1ccccc1C	-5.2	-4.2	-8.5	23.0	1.7	0.2	3.0	11.0	1.3
O=C1C=C(NCc2ccncc2)CC(c2ccccc2)C1 (configuration not stated)	-1.7	-15.4	0.8	0.0	-0.8	6.3	-0.8	-4.4	0.2
Cc1ccc(OCc2nnc(SCc3nc4ccccc4[nH]3)n2Cc2ccco2)cc1	-20.3	-2.1	-9.9	-1.4	3.1	8.2	5.0	2.8	1.9
CCCNC(=O)c1ccccc1NC(=O)CN(c1ccccc1)S(=O)(=O)N(C)C	-18.7	12.4	8.8	-9.6	1.6	3.8	8.3	-4.7	-1.0
CN(NC(=O)c1ccc(Cl)cc1)c1cccc(Cl)n1	-5.9	-10.2	-17.1	2.6	x	-1.1	-3.0	2.6	-0.2
COc1cc([N+](=O)[O-])c(OC)cc1SCc1n[nH]c(=S)n1-c1ccc(C)cc1	-13.9	-2.4	-3.8	8.7	9.3	10.4	-5.3	-20.0	0.1
Cn1nnnc1SCC(=O)Nc1ccc2c(c1)OCO2	2.8	-4.2	8.1	-26.0	-0.3	-1.1	-1.7	7.9	-0.6
C=C(C)CNC(=O)CCc1nnc(C2(c3ccc(Cl)cc3)CCC2)o1	-0.9	-12.2	3.6	21.2	0.6	-4.1	3.4	-3.2	-0.6
O=C(O)C1CSC(c2ccccc2)N1C(=O)c1ccco1 (configuration not stated)	-4.5	-0.9	5.5	-10.4	1.8	2.1	-1.8	0.3	-0.5
CCN(CC)c1cc(C)c2cc(NC(=O)CNC(C)=O)ccc2n1	-13.7	x	x	10.2	0.9	4.7	x	-13.7	1.5
CCOc1ccc(CNC(=O)NS(=O)(=O)c2ccc(OC)cc2)cc1	-10.4	-15.1	-10.8	-0.1	-1.5	-44.7	-5.1	-1.7	0.6
Cc1ccc(N/N=C2/CCCNC2=O)cc1	-6.6	-16.7	-10.2	1.4	0.8	2.5	-10.6[fluorescence artefact?]	-2.5	-0.3
COc1cc(/C=C(/NC(=O)c2ccc(Cl)cc2Cl)C(=O)O)cc(OC)c1OC	2.7	-11.7	-1.0	1.6	1.3	3.2	-7.5	-6.4	0.6
CN(C)C(=O)CSc1nnc(Cc2ccccc2)n1Cc1ccco1	2.2	-14.0	-8.6	-5.8	7.6	0.2	4.4[fluorescence artefact?]	-2.0	-0.5
O=C(O)c1cc(-c2ccc(N3CCOCC3)cc2)nn1-c1ccc(F)cc1	-8.8	1.7	-3.5	0.3	1.8	1.6	3.8	-5.9	0.0
Cn1c(N)c(C(=O)COC(=O)C2CCCN2C(=O)c2cccs2)c(=O)n(C)c1=O (configuration not stated)	-13.3	-11.8	-1.1	19.9	0.6	-6.0	-13.9	-3.5	3.2
CC(=O)[C@@H]1[C@@H]2C(=O)N(Cc3ccccc3)C(=O)[C@@H]2C2c3ccccc3C=CN21 (some centres not stated)	-10.1	39.7	-13.6	0.7	-15.2	-42.4	-3.4[fluorescence artefact?]	-13.2	0.4
Cn1c(SCC(=O)c2ccc3c(c2)OCCO3)nnc1C(F)(F)F	-5.7	-6.1	-12.3	-8.1	1.8	1.6	12.1	0.3	0.7

By substructure, the compounds so far containing a COOH group
SMILES	MDM2 E3 inh	EBV gp42 inh	p47phox inh	Hck-Nef inh	Runt-CBFb FRET	Runt-SMMHC FRET	14-3-3 Bad PPI	TbHK1 inh	L929 necroptosis
O=C(O)C1CSC(c2ccccc2)N1C(=O)c1ccco1 (configuration not stated)	-4.5	-0.9	5.5	-10.4	1.8	2.1	-1.8	0.3	-0.5
COc1cc(/C=C(/NC(=O)c2ccc(Cl)cc2Cl)C(=O)O)cc(OC)c1OC	2.7	-11.7	-1.0	1.6	1.3	3.2	-7.5	-6.4	0.6
O=C(O)c1cc(-c2ccc(N3CCOCC3)cc2)nn1-c1ccc(F)cc1	-8.8	1.7	-3.5	0.3	1.8	1.6	3.8	-5.9	0.0

Returning to the listing with the two entries that preceded the break.
SMILES	MDM2 E3 inh	EBV gp42 inh	p47phox inh	Hck-Nef inh	Runt-CBFb FRET	Runt-SMMHC FRET	14-3-3 Bad PPI	TbHK1 inh	L929 necroptosis
CC(=O)[C@@H]1[C@@H]2C(=O)N(Cc3ccccc3)C(=O)[C@@H]2C2c3ccccc3C=CN21 (some centres not stated)	-10.1	39.7	-13.6	0.7	-15.2	-42.4	-3.4[fluorescence artefact?]	-13.2	0.4
Cn1c(SCC(=O)c2ccc3c(c2)OCCO3)nnc1C(F)(F)F	-5.7	-6.1	-12.3	-8.1	1.8	1.6	12.1	0.3	0.7
Cc1ccc(C(C(=O)NC2CCCC2)N(Cc2cccs2)C(=O)CNC(=O)c2cccs2)o1 (configuration not stated)	-6.2	2.7	-8.1	5.0	-0.3	0.1	48.1[fluorescence artefact?]	7.8	-0.1
O=C(c1cnn2ccccc12)N1CCN(C2CCCCC2)CC1	-15.5	-7.5	2.1	2.5	0.2	7.8	0.6	-2.3	1.9
CC(=O)OCCCNc1cc(Sc2ccc(C)cc2)c2nonc2c1[N+](=O)[O-]	-23.3	-11.4	-11.2	2.6	-28.5	-88.6	-0.1	-5.9	30.1
CCn1cc(C(=O)O)c(=O)c2cc(F)c(N3CCN(C(=S)NC(=O)c4ccc(F)cc4)CC3)cc21	-70.9	3.1	-5.3	7.7	1.0	-2.6	-2.9	-16.2	-0.2
CCOC(=O)c1c(NC(=O)c2ccco2)sc(C(=O)N2CCCC2)c1C	-21.1	-4.2	-2.1	1.7	1.7	0.7	-9.1	-37.6	-0.9
C/C(=N\Nc1ccc([N+](=O)[O-])cc1)c1ccc(O)cc1	-4.5	-25.3	-15.1	1.4	-21.4	-55.1	-16.4	-1.3	-1.8
CCOC(=O)c1sc(=S)n(-c2ccccc2Cl)c1SC	-14.6	-1.5	-8.4	0.9	-3.1	-5.8	-14.0	-6.7	-0.4
COc1cccc(NC(=O)Cn2c(=O)oc3cc(S(=O)(=O)N4CCCC4)ccc32)c1	-9.3	-13.3	1.2	23.3	-1.1	-0.4	6.1	2.2	0.1
CCOC(=O)c1c(NC(=O)/C=C/C(=O)O)sc(C)c1-c1ccc(C(C)(C)C)cc1	-17.7	-3.1	-7.3	3.3	7.8	-19.0	-11.7	-2.1	-0.7
Cc1sc(NC(=O)CSc2nnc(-c3ccccc3)o2)c(C#N)c1C	-15.3	-24.9	-11.8	1.7	-3.0	2.7	1.3[fluorescence artefact?]	-9.1	-0.1
